Bioassay records: PubChem, National Center for Advancing Translational Sciences (NCATS)
Pol iota inh: qHTS for Inhibitors of Polymerase Iota. 390,000 compounds, 1% hits. AID 588590, 2011. Potency, µM (top dose mostly 115 µM), inactives show top-dose activity, negative = inhibition, actives largely listed as inhibitors. DNA polymerase iota (Homo sapiens), Q9UNA4. Pol iota fluorescent replication assay, 10 min
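Fluorescent replication assay read twice, at 0 min and 10 min after adding 50 nM (final) substrate. Enzyme (10 nM) and compounds were first incubated 15 min at room temperature; enzyme-free buffer wells were negative controls.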
BLM inh: qHTS Assay for Inhibitors of Bloom's syndrome helicase (BLM); Potency, µM (highest dose often 56.1 µM), without a hit: at the highest dose activity change, negative = inhibition, usual class: inhibitors; 350,000 compounds, 0.2% hits; RecQ-like DNA helicase BLM (Homo sapiens), P54132; AID 2528, 2010; recombinant BLM DNA unwinding, fluorescence dequenching;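 further: plate controls were vehicle for no effect and no enzyme for full effect; nearly all actives have a fitted effect of over 35% in size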
Pin1 inhibitor: qHTS Assay to Find Inhibitors of Pin1. Potency, µM (highest dose often 115 µM), inactives show at the highest dose activity, negative = inhibition, hits mostly inhibitors. Peptidyl-prolyl cis-trans isomerase NIMA-interacting 1 (Homo sapiens), Q13526. Pin1 FP peptide displacement, HiFluor488, 10 min. 390,000 compounds, 0.009% hits; active means well fitted inhibition curve with a large enough effect in the polarisation, with a control signal flat, not every such curve was filed as active; inconclusive means small, poorly fitted or top-dose-only effect, or effect the other way, or a change in a side signal; inactive means no such curve, though single readings can be large or run the other way; the % refers to the polarisation; further: on the % scale 0 is the no-effect control and ±100 the full control effect
Target sequence (Q13526 whole entry, looked up): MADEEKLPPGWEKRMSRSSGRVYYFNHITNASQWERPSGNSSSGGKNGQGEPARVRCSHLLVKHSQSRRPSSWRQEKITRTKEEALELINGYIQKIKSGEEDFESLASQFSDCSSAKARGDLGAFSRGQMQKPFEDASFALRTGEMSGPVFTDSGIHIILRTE
BAZ2B inh: qHTS Assay for Inhibitors of BAZ2B; Bromodomain adjacent to zinc finger domain protein 2B (Homo sapiens), Q9UIF8; AlphaScreen BAZ2B-H3K14Ac peptide displacement; Potency, µM (doses to about 114 µM), for the others: top-dose activity change, negative = inhibition, usual class: inhibitors; 360,000 compounds, 4.4% hits; further: on the % scale 0 is the no-effect control and ±100 the full control effect; nearly all actives have a fitted effect of over 60% in size
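Protein-peptide AlphaScreen: BAZ2B 50 nM, b-H3K14Ac 50 nM, 1x PBS pH 7.4 + 0.01% Tween-20. Preincubation 30 min RT; cpd 30 min RT (top 110 uM); beads 20 min RT, light-protected.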
HP1b chromo inh: HTS for Inhibitors of HP1-beta Chromodomain Interactions with Methylated Histone Tails. Chromobox protein homolog 1 (Homo sapiens), P83916. AlphaScreen HP1-beta / biotin-H3K9me3 peptide binding. Potency, µM (series often up to 114 µM), without a hit: at the highest dose activity change, negative = inhibition, hits mostly inhibitors. 390,000 compounds, 0.56% hits. AID 540317, 2011; further: nearly all actives have a fitted effect of over 70% in size; inactives centre near 23
Target sequence (P83916 whole entry, looked up): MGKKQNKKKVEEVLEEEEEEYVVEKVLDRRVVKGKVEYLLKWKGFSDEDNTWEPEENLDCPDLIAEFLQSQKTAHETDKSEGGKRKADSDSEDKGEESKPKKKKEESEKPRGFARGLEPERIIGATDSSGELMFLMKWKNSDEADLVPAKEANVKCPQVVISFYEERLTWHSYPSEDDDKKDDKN
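AlphaScreen: HP1-beta (50 nM) preformed 30 min with biotin-H3(1-18)K9me3 peptide (50 nM) in PBS pH 7.4, 0.01% Tween-20. Compound added for 30 min at RT, then streptavidin donor/nickel chelate acceptor beads (10 ug/mL) for 30 min.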
Tb PGK inh: qHTS Assay to Find Inhibitors of Phosphoglycerate Kinase. PGK/GAPDH coupled, Kinase-Glo luminescence, 60 min. Potency, µM (titrated, usually from 57.5 µM), inactives show at the top dose activity change, negative = inhibition, most hits filed as inhibitors. 380,000 compounds, 0.043% hits; further: on the % scale 0 is the no-effect control and ±100 the full control effect; nearly all actives have a fitted effect of over 60% in size
Target sequence (P07378 whole entry, looked up): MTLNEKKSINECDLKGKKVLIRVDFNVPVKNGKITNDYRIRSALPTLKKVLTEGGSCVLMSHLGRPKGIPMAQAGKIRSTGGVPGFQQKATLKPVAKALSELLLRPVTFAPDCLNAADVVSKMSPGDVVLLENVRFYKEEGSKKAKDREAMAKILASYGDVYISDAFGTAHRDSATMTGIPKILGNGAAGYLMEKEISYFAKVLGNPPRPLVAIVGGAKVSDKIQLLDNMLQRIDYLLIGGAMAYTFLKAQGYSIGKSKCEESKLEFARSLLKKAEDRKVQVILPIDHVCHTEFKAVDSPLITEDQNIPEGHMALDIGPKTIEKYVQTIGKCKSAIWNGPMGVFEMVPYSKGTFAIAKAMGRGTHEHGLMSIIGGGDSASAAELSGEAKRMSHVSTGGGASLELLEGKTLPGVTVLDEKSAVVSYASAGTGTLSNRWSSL
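Luminescent ATP detection (Kinase-Glo Plus) follows a 60-minute room-temperature incubation, with wells lacking PGK as controls. Buffer: 100 mM TEA (pH 7.6), 5 mM MgCl2, 0.01% Tween-20. Coupling enzyme GAPDH (100 nM final) supplies unstable 1,3-BPG in-well.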
G9a inh: qHTS Assay for Inhibitors of Histone Lysine Methyltransferase G9a. Histone-lysine N-methyltransferase EHMT2 (Homo sapiens), Q96KQ7. G9a H3K9 monomethylation, AlphaScreen, 2 h. AID 504332, 2011. 350,000 compounds, 8.8% hits. Potency, µM (titrated, usually from 102 µM), inactives show top-dose activity, negative = inhibition, most hits filed as inhibitors; further: on the % scale 0 is the no-effect control and ±100 the full control effect; nearly all actives have a fitted effect of over 75% in size
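Quantitative HTS format: methyltransferase activity on a biotin-tagged H3K9 peptide is measured by AlphaScreen, using a rabbit anti-monomethyl-H3K9 antibody with streptavidin donor and anti-IgG acceptor beads. Final levels are 20 nM enzyme, 500 nM peptide, 20 uM SAM; 2 h RT.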
GLS inh: qHTS for Inhibitors of Glutaminase (GLS); GLS enzymatic activity, qHTS titration; Potency, µM (series often up to 45.5 µM), for the others: at the top dose activity change, negative = inhibition, usual class: inhibitors; 410,000 compounds, 0.21% hits; Glutaminase kidney isoform, mitochondrial (Homo sapiens), O94925; further: on the % scale 0 is the no-effect control and ±100 the full control effect
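hKGA; 45 mM KH2PO4 pH 8.2 + 0.02% Tween-20; cpd via pin tool; 1 mM Gln soln; GluOx/HRP/Amplex Red; RT 30 min; fluor. t0 & final.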
JMJD2A Tudor inh: qHTS Assay for Inhibitors of JMJD2A-Tudor Domain | Lysine-specific demethylase 4A (Homo sapiens), O75164 | AlphaScreen JMJD2A-Tudor / H3K4me3 peptide binding | Potency, µM (top dose mostly 114 µM), without a hit: at the highest dose activity change, negative = inhibition, usual class: inhibitors | 390,000 compounds, 4.4% hits | AID 504339, 2011; further: on the % scale 0 is the no-effect control and ±100 the full control effect; nearly all actives have a fitted effect of over 50% in size
Starred values were filed as active, the others as inactive; i = inactive; ? = inconclusive; . = no result given; [ ] = another dose, or the depositor's remark. Unless noted, the call rests on the fitted dose curve; in most records, active means well fitted curve in the direction sought with a large enough effect; inconclusive means small, poorly fitted or top-dose-only effect, or another doubt; inactive means no such curve, though single readings can be large; an effect the other way counts as inactive or inconclusive. Potency means the concentration at half of the fitted maximal effect. Only part of the results is shown; count on the stated rates, not on these rows.

BLM inh,G9a inh,Pin1 inhibitor,Tb PGK inh,JMJD2A Tudor inh,HP1b chromo inh,Pol iota inh,BAZ2B inh,GLS inh,compound
1%,-11%,-4%,4%,-8%[57.1 µM],53%[activator],18%,-3%,16%,O=C(NCCCn1ccnc1)c1cccc(S(=O)(=O)N2CCCCCC2)c1
-2%,.,-1%,-5%,-35%[11.4 µM],-4%,1%,1%,?,O=c1[nH]nc(N2CCOCC2)c(=O)[nH]1
-1%,0%,-10%,i,3%,37%[activator],81%[activator],?,-5%,CC(=O)c1ccc2c(c1)OCCOCCOCCO2
.,23%[12.7 µM],1%,1%,-18%,20%,4%,-2%,-7%,NC(=O)C1CCN(C(=O)C2CC(=O)N(Cc3ccccc3)C2)CC1 (configuration not stated)
5%,5%,-11%,-6%,-11%,26%,18%,1%,5%,Cc1ccc(C(CNC(=O)Nc2ccc(Cl)cc2)N2CCN(C)CC2)cc1 (configuration not stated)
-6%,2%,-2%,i,-17%,39%,15%,-1%,1%,O=C(c1cnn2ccccc12)N1CCCc2ccccc21
-10%,19%[59 µM],8%,2%,-3%,42%[activator],10%,12%,2%,COc1ccccc1CCNC(=O)CCSc1nc(-c2ccco2)cc(C(F)(F)F)n1
-4%,5%,2%,2%,13%,46%[activator],26%,10%,-15%,Cc1ccc(Cl)cc1NC(=O)COC(=O)C1CCCCC1
60%[activator],4%[59 µM],-3%,i,-2%[57.1 µM],28%,15%,-8%,11%,CCN1CCN(c2nc(-c3ccccc3)nc3ccccc23)CC1
-11%,-26%[59 µM],2%,-2%,?,6%[57 µM],15%,-26%,2%,COc1ccc(C2c3[nH]c4ccccc4c3CCN2C(=O)CCC2CCCC2)cc1 (configuration not stated)
-1%,?,-2%,-8%,-24%,-2%,24%,?,-4%,CC(=O)N/N=C/c1cc(C)n(-c2ccc(Br)cc2)c1C
.,9%[0.501 µM],-6%,-6%,1%,54%[activator],?,-1%,1%,COc1ccc2sc(-c3ccccc3OC)c(-c3ccc(OC)c(F)c3)c2c1
-1%,6%[59 µM],0%,-9%,-15%,14%,9%,-8%,0%,Cc1ccccc1C(=O)NCc1ccc2c(c1)CCN2C(=O)c1ccc(F)cc1
-2%,-14%,0%,0%,-18%,14%,80%[activator],-16%,?,O=C1Oc2ccccc2C(=O)/C1=C/N1CCN(c2ccccc2F)CC1
-4%,28µM*,-8%,-1%,18µM*,?,32%[activator],?,2%,CCOC(=O)C1CCN(Cc2ccc(-c3ccccc3)cc2)CC1
-3%,-3%[59 µM],147%[activator],-5%,-26%,21%,20%,14%,-3%,c1nnc2c3c4c(sc3ncn12)CCC4
-3%,6%[59 µM],20%,10%,5%,45%[activator],7%,-11%,-3%,NC(=O)c1ccc(NC(=O)COC(=O)c2cccc(Oc3ccccc3)c2)cc1
2%,?,2%,-10%,-22%,22%,3%,-7%,-2%,CC(C)(C)NC(=O)NC(=O)CN1CCc2ccccc21
-3%,-8%,-2%,0%,-12%,-1%,73%[activator],-26%,0%,CN(C)c1nc(NC(C)(C)C)nc(NC(C)(C)C)n1
-18%,?,1%,-5%,?,-15%,38%[activator],45µM*,6%,CC1=C(Nc2ccc(C(=O)O)cc2)C(=O)c2ccccc2C1=O
-4%,-2%,8%,8%,-33%,8%,?,?,4%,COc1ccc(-c2nc(C#N)c(NC(C)C)o2)cc1
1%,-31%,?,-7%,?,9%,39%[activator],-33%,3%,O=C1c2ccccc2C(=O)N1CCCCSc1nc2ccccc2c(=O)n1CCCN1CCOCC1
-8%,26%[59 µM],-16%,0%,-12%[11.4 µM],32%,-12%,-8%,4%,CSCC[C@H](NC(=O)CCCn1nnc2ccccc2c1=O)C(=O)O
-7%,?,3%,5%,-33%,?,20%,50µM*,22%,COc1cc(NS(=O)(=O)c2ccc(NC(=S)NC(=O)c3sc4ccccc4c3Cl)cc2)nc(OC)n1
0%,7%,-2%,1%,-12%,10%,-6%,5%,4%,Cc1ccc(CNC(=O)C2CCCN(C(=O)N(C)C)C2)cc1 (configuration not stated)

Limited to BAZ2B inh and Pin1 inhibitor, for some of the entries so far:
smiles | BAZ2B inh | Pin1 inhibitor
COc1ccc2sc(-c3ccccc3OC)c(-c3ccc(OC)c(F)c3)c2c1 | -1% | -6%
CC(=O)c1ccc2c(c1)OCCOCCOCCO2 | ? | -10%

The listing continues.
BLM inh,G9a inh,Pin1 inhibitor,Tb PGK inh,JMJD2A Tudor inh,HP1b chromo inh,Pol iota inh,BAZ2B inh,GLS inh,compound
7%,?,-2%,1%,-26%,27%,-16%,.,18%,CN(C)CCN(C(=O)c1ccc(Br)s1)c1nc2cc3c(cc2s1)OCCO3
.,-31%[2.33 µM],0%,-11%,-13%,16%,2%,56µM*,-7%,COC(=O)c1c(C)[nH]c(C(=O)C(C)OC(=O)C2CC(=O)N(CCc3ccccc3)C2)c1C (configuration not stated)
-1%,.,6%,8%,-3%,25%,4%,-13%,10%,COC(=O)c1ccccc1NC(=O)c1ccc(NC(=O)C2CCCO2)cc1 (configuration not stated)
1%,8%[12.7 µM],-1%,-9%,-7%,3%,10%,1%,11%,CC(=O)Nc1ccc(NC(=O)C2CC(=O)N=C(N)S2)cc1 (configuration not stated)
-5%,-6%[59 µM],5%,9%,-12%,49%[activator],22%,-34%,1%,COc1cccc2cc(C(=O)N(Cc3cccs3)CC3CCCO3)c(=O)oc12 (configuration not stated)
-2%,-1%[2.33 µM],1%,-8%,-1%,48%[activator],-1%,-35%,7%,CCCC(=O)Nc1cc(C)c(NC(=O)C23CC4CC(CC(C4)C2)C3)cn1
.,-5%[12.7 µM],-5%,-5%,7%,46%[activator],4%,-1%,15%,O=C(COc1ccccc1Cl)NNC(=O)c1ccc(-n2cncn2)c([N+](=O)[O-])c1
.,.,29%,i,-15%,34%,6%,.,-11%,COc1ccc(CCNC(=O)CSc2nc3scc(-c4ccccc4)c3c(=O)[nH]2)cc1
3%,9%,-6%,-2%,18µM*,50µM*,18%,32µM*,-2%,CN(C)S(=O)(=O)c1cccc(CNCC2COc3ccccc3O2)c1 (configuration not stated)
-8%,26%[12.7 µM],-1%,-4%,-26%,10%,6%,-28%,3%,CCOC(=O)c1sc(Nc2ccc(C)cc2C)nc1C
-11%,-15%,-8%,i,-32%,5%,6%,-36%,-6%,Cc1ccc2[nH]c(C)c(CCNC(=O)c3cc4cc([N+](=O)[O-])ccc4oc3=O)c2c1
-6%,1%,7%,-6%,-4%,12%,-1%,-17%,-2%,CC(Sc1nc2ccccc2c(=O)n1Cc1ccco1)C(=O)c1ccccc1 (configuration not stated)
-10%,-2%,0%,-16%,-19%,-3%,?,?,-10%,COC(=O)COc1ccc(NC(=O)C(c2ccccc2)c2ccccc2)cc1
-4%,3%[0.0925 µM],7%,5%,-6%,33%,24%,-2%,9%,O=C(/C=C/c1ccc(F)cc1)NC(=S)Nc1ccccc1C(=O)NC1CCCCC1
-4%,-6%[59 µM],72%[activator],10%,-36%,-18%,-2%,?,17%,Cc1cccc(C)c1N=Cc1c(O)n(-c2nccs2)c(=O)c2ccccc12
-5%,-9%[59 µM],-1%,6%,-3%,32%,9%,?,4%,O=C(c1ccc(CNS(=O)(=O)c2ccccc2)cc1)N1CCN(c2ccccn2)CC1
1%,77%[activator][59 µM],-15%,9%,-12%,16%,50%[activator],-17%,-4%,CCn1c(C)nc2cc(C(=O)N/N=C(\C)c3ccccc3O)ccc21
-5%,13%[59 µM],-1%,-5%,-27%,15%,-1%,-2%,-1%,CCCOc1ccc(C2c3c(-c4ccccc4O)n[nH]c3C(=O)N2CCc2ccccc2)cc1OCC (configuration not stated)
0%,?,-5%,-6%,-16%,19%,23%,-5%,6%,C[C@@H]1NC(=O)c2cc([N+](=O)[O-])cc(F)c2NCCC[C@@H](C(N)=O)NC(=O)[C@H](CC(N)=O)NC1=O
-6%,1%,1%,-3%,-21%,7%,0%,-34%,1%,C/C(=C\c1ccc(N)cc1)c1nc2ccccc2[nH]1
-12%,-6%[59 µM],13%,i,-30%,5%[57 µM],25%,-26%,12%,COc1ccc2c(c1)C=C(C(=O)NCc1cc(Br)ccc1OC)CO2
-5%,-49%,-6%,5%,-9%,43%[activator],4%,-5%,-1%,CCN(CC)C(=O)CN(C#N)c1nc(Cl)nc(N(C)C)n1
-2%,0%,-5%,2%,-4%,30%,57%[activator],-18%,3%,Cc1ccc(OCCOC(=O)CCc2nc3ccccc3c(=O)[nH]2)cc1
-15%,?,13%,-6%,?,-13%,5%,56µM*,11%,O=C(COC(=O)[C@H](Cc1c[nH]c2ccccc12)NC(=O)c1ccc(Cl)cc1)Nc1ccc2c(c1)OCO2
-3%,?,-2%,-2%,-11%,37%,3%,-36%,-1%,COc1ccc(C(=O)Nc2ccc(O)cc2C(=O)O)cc1
2%,-1%[59 µM],2%,i,-10%,60%[activator],-13%,-6%,23%,CC1=C(C(=O)Nc2ccc(F)cc2)C(c2cccc(C)c2)n2nc(CCCO)nc2N1 (configuration not stated)
0%,9%[59 µM],4%,i,-6%,24%,-24%,4%,7%,Cc1c(-c2ccccc2)nc(-c2ccccc2)[nH]c1=O
